Screening results: PubChem, National Center for Advancing Translational Sciences (NCATS)
RGS4 inh – Inhibitors of Regulator of G Protein Signaling (RGS) 4: qHTS | Potency, µM (series often up to 114 µM), without a hit: at the top dose activity change, negative = inhibition, hits mostly inhibitors | 390,000 compounds, 0.039% hits | Regulator of G-protein signaling 4 (Homo sapiens), P49798 | AID 504845, 2011 | Transcreener GDP fluorescence polarization, RGS4-accelerated GTP hydrolysis; further: on the % scale 0 is the no-effect control and ±100 the full control effect; nearly all actives have a fitted effect of over 75% in size; some results filed as inactive show a strong effect at the top dose
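MLSMR compounds (23 nl, pin-transferred) preincubated 10 min at room temperature with a 500nM (2x) first reagent, then RGS4 at 900nM (2x) plus Transcreener GDP mix added; fluorescence polarization (620/688 nm) read before and after 90 min at 30 °C.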
rTrxR1 inhibitor – qHTS Assay for Inhibitors of Mammalian Selenoprotein Thioredoxin Reductase 1 (TrxR1): qHTS; recombinant rTrxR1, NADPH fluorescence consumption, selenite substrate; Potency, µM (highest dose often 114 µM), inactives show at the top dose activity change, negative = inhibition, actives largely listed as inhibitors; 390,000 compounds, 1% hits; further: on the % scale 0 is the no-effect control and ±100 the full control effect; nearly all actives have a fitted effect of over 65% in size
Target sequence (O89049 whole entry, looked up): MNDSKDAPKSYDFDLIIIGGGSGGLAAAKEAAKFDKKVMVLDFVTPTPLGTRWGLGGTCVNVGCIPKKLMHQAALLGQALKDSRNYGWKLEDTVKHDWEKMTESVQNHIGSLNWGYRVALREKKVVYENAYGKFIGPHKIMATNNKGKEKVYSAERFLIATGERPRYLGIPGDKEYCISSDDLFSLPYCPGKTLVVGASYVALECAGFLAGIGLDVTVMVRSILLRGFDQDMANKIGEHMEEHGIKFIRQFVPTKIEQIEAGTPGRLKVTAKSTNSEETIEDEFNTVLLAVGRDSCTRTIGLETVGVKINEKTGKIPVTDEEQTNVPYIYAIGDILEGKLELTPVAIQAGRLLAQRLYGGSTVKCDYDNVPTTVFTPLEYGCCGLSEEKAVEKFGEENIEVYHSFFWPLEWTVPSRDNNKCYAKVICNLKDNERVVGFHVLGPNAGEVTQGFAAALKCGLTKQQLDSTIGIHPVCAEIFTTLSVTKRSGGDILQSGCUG
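Rat TrxR1 (90 nM in the dispensed reagent) was pre-reduced with 400 uM NADPH for 5 min at room temperature, then incubated with compound for 15 min. After 400 uM selenite was added, NADPH fluorescence (Ex 340/Em 450 nm) was followed for 8 min.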
PGK inhibitor – qHTS Assay to Find Inhibitors of Phosphoglycerate Kinase. Phosphoglycerate kinase, glycosomal (Trypanosoma brucei brucei), P07378. PGK/GAPDH coupled, Kinase-Glo luminescence, 60 min. Potency, µM (highest dose often 57.5 µM), without a hit: top-dose activity change, negative = inhibition, most hits filed as inhibitors. 380,000 compounds, 0.043% hits; further: on the % scale 0 is the no-effect control and ±100 the full control effect; nearly all actives have a fitted effect of over 60% in size
Target sequence (P07378 whole entry, looked up): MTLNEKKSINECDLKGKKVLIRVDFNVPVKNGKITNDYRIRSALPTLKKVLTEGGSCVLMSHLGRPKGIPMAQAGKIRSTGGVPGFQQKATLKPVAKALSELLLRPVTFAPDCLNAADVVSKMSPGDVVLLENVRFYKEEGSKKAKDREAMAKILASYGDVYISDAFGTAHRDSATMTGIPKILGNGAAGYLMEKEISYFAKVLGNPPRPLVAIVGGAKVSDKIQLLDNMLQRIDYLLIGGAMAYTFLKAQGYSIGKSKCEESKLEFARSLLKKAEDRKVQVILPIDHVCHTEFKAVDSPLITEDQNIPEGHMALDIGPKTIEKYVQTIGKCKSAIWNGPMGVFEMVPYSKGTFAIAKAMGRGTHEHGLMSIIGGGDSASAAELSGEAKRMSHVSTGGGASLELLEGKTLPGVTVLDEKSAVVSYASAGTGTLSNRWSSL
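Recombinant glycosomal PGK reaction used 1,3-bisphosphoglycerate generated in-well by GAPDH (100nM final) in 100mM TEA pH 7.6, 5mM MgCl2, 0.01% Tween-20. After 60 minutes at room temperature, ATP was read by Kinase-Glo Plus luminescence end-point.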
Pin1 inh – qHTS Assay to Find Inhibitors of Pin1; Peptidyl-prolyl cis-trans isomerase NIMA-interacting 1 (Homo sapiens), Q13526; Pin1 FP peptide displacement, HiFluor488, 10 min; Potency, µM (series often up to 115 µM), for the others: top-dose activity, negative = inhibition, usual class: inhibitors; 390,000 compounds, 0.009% hits; AID 504891, 2011; active means well fitted inhibition curve with a large enough effect in the polarisation, with a control signal flat, not every such curve was filed as active; inconclusive means small, poorly fitted or top-dose-only effect, or effect the other way, or a change in a side signal; inactive means no such curve, though single readings can be large or run the other way; the % refers to the polarisation; further: on the % scale 0 is the no-effect control and ±100 the full control effect
Target sequence (Q13526 whole entry, looked up): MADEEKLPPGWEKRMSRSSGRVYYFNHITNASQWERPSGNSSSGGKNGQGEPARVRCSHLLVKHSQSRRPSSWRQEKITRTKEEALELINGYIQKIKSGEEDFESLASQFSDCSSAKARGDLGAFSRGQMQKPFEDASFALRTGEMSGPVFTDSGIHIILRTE
12-LOX inh – Primary qHTS assay for inhibitors of human arachidonate 12S-lipoxygenase (ALOX12): Round 2. Polyunsaturated fatty acid lipoxygenase ALOX12 (Homo sapiens), P18054. purified 12hLO, xylenol orange hydroperoxide absorbance. Potency, µM (top dose mostly 108 µM), for the others: at the top dose activity change, negative = inhibition, actives largely listed as inhibitors. 580,000 compounds, 1.1% hits. AID 1671190, 2021; further: on the % scale 0 is the no-effect control and ±100 the full control effect
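Purified human 12hLO (150 nM final) in 25 mM Hepes, 0.01% Triton X-100, pH 7.0 was preincubated 15 min at room temperature with compound. Then 40 uM arachidonic acid was added, 30 min. Hydroperoxide was read by Fe-XO absorbance ratio 573/405 nm.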
GLS inh – qHTS for Inhibitors of Glutaminase (GLS) | AID 624170, 2012 | Glutaminase kidney isoform, mitochondrial (Homo sapiens), O94925 | 410,000 compounds, 0.21% hits | Potency, µM (titrated, usually from 45.5 µM), inactives show top-dose activity change, negative = inhibition, usual class: inhibitors | GLS enzymatic activity, qHTS titration; further: on the % scale 0 is the no-effect control and ±100 the full control effect
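hKGA in 45 mM KH2PO4 pH 8.2, 0.02% Tween-20 with pin-transferred compounds; 1 mM L-glutamine (stock) plus glutamate oxidase/HRP/Amplex Red coupling added. Fluorescence read initially and after 30 min at RT.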
JMJD2A Tudor – qHTS Assay for Inhibitors of JMJD2A-Tudor Domain; Lysine-specific demethylase 4A (Homo sapiens), O75164; AlphaScreen JMJD2A-Tudor / H3K4me3 peptide binding; Potency, µM (highest dose often 114 µM), without a hit: top-dose activity change, negative = inhibition, most hits filed as inhibitors; 390,000 compounds, 4.4% hits; further: on the % scale 0 is the no-effect control and ±100 the full control effect; nearly all actives have a fitted effect of over 50% in size
HP1b chromo inh – HTS for Inhibitors of HP1-beta Chromodomain Interactions with Methylated Histone Tails | Chromobox protein homolog 1 (Homo sapiens), P83916 | AlphaScreen HP1-beta / biotin-H3K9me3 peptide binding | Potency, µM (series often up to 114 µM), inactives show at the highest dose activity change, negative = inhibition, usual class: inhibitors | 390,000 compounds, 0.56% hits | AID 540317, 2011; further: nearly all actives have a fitted effect of over 70% in size; inactives centre near 23
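Compound inhibition of the preformed complex between 50 nM HP1-beta and 50 nM biotinylated H3K9me3 peptide was read by AlphaScreen. Buffer was PBS pH 7.4 with 0.01% Tween-20. Incubations ran 30 min at room temperature, with 10 ug/mL donor/acceptor beads.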
ERG Ets-DNA blk – qHTS for Small Molecule Inhibitors of the ERG Ets/DNA interaction; fluorescence polarization, His-ERG Ets domain / labelled DNA; Potency, µM (highest dose often 76.9 µM), inactives show at the highest dose FP activity, negative = inhibition, usual class: inhibitors; Transcriptional regulator ERG (Homo sapiens), P11308; 370,000 compounds, 0.028% hits; AID 624246, 2012; active means well fitted inhibition curve with a large enough effect in the polarisation, with a control signal flat; inconclusive means small, poorly fitted or top-dose-only effect, or effect the other way, or a change in a side signal; inactive means no such curve, though single readings can be large or run the other way; the % refers to the polarisation;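 further: polarization taken with two DNA probes labelled with fluorescein and Texas red; % of control where 0% means no effect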
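His-tagged ERG Ets domain (1 uM in the protein solution; 300mM KCl, 50mM Tris-HCl, 1mM EDTA, 1mM DTT, pH 7.5) received compound, then a probe mix of 5 nM fluorescein-DNA and 100nM Texas-615-DNA. Fluorescence polarization was read for both dyes.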
Starred values were filed as active, the others as inactive; i = inactive; ? = inconclusive; · = not tested or not shown; & = joins results of further samples; [ ] = another dose, or the depositor's remark. Unless noted, the call rests on the fitted dose curve; in most records, active means well fitted curve in the direction sought with a large enough effect; inconclusive means small, poorly fitted or top-dose-only effect, or another doubt; inactive means no such curve, though single readings can be large; an effect the other way counts as inactive or inconclusive. Potency means the concentration at half of the fitted maximal effect. An excerpt; the hit share may differ from the screen's.

RGS4 inh	PGK inhibitor	JMJD2A Tudor	rTrxR1 inhibitor	HP1b chromo inh	12-LOX inh	smiles	Pin1 inh	ERG Ets-DNA blk	GLS inh
-7%	-3%	-1%	23%	46%[activator]	-7%	Cc1ccc(NC(=O)c2cnn3c(C(F)F)cc(-c4ccccc4)nc23)cc1F	-5%	-19%	-3%
2%	-10%	?	-9%	-26%	172%[activator]	O=C(Cc1ccc(S(=O)(=O)N2CCOCC2)s1)NC1CCCCC1	8%	3%[15.4 µM]	3%
-28%	-7%	-23%	4%	7%	-19%	Cc1nc(-c2ccccc2)sc1-c1ccc(SCC(=O)NCc2ccccc2Cl)nn1	8%	0%	3%
24%	-3%	5%	228%[activator]	-2%	0%	COc1ccc(/C=C/C(=O)NCc2cn(C)nc2C)cc1COc1ccc(Cl)cc1Br	41%[activator]	-4%	-3%
-17%	·	-11%	11%[11.4 µM]	29%	?	CCc1c(C)c(C#N)c2nc3ccccc3n2c1Nc1cccc(C(F)(F)F)c1	6%	-2%	-12%
-13%	i	3%	5%	27%	31%[activator]	CCCCN(C(=S)Nc1ccccc1)C1CCS(=O)(=O)C1 (centres undefined)	-3%	6%	10%
17%	2%	-13%	-20%	41%[activator]	5%	CCOc1ccc(N(CC(=O)Nc2ccc(C)c(C)c2)S(=O)(=O)c2c(C)noc2C)cc1	3%	25%	1%
-24%	i	-23%	-13%	3%	-14%	Cc1ccc(NC(=O)c2ccc3c(c2)OCCO3)cc1S(=O)(=O)Nc1cccc(Cl)c1	2%	-13%	-3%
3%	-3%	0%	-10%	15%	3%	CC(=O)N(C)c1nnc(-c2cnccn2)s1	1%	6%	-3%
15%	i	-18%	-3%	3%	0%	COc1ccc(C(=O)c2cn[nH]c2-c2ccc(C)cc2O)cc1	24%	0%	8%
0%	-3%	-25%	-10%	14%	-12%	ClC(Cl)c1nnc(-c2ccccc2)c(-c2c[nH]c3ccccc23)n1	5%	-3%	-1%
-1%	-4%	-9%	11%[57.1 µM]	32%	-10%	CCCCN(C)C(=O)CCCCn1c(=O)[nH]c2cc(OCC)c(OCC)cc2c1=O	2%	2%	2%
-16%	i	-2%[11.4 µM]	22%[57.1 µM]	36%	-6%	Cc1ccc(NC(=O)CN2C(=O)NC3(CCCc4ccccc43)C2=O)cc1S(=O)(=O)N1CCOCC1 (centres undefined)	6%	9%	-10%
-1%&14%	5%&1%	-3%&-9%	?	20%&-1%	-6%&-13%	COc1ccc(OC)c(S(=O)(=O)NCC(c2ccco2)S(=O)(=O)c2ccccc2)c1 (centres undefined)	-3%&-7%	8%&-6%	2%&-2%
6%	6%	?	-1%	-14%	-15%	COc1ccc(C(c2c(NC(=O)c3ccco3)sc(C)c2C)N2CCOCC2)cc1 (centres undefined)	2%	0%	6%
22%	i	-19%	7%	21%	0%	COc1cccc(CC(NC(C)=O)C(=O)NC2CCN(c3nnnn3-c3ccccc3)CC2)c1OC (centres undefined)	1%	7%	-1%
-35%[11.4 µM]	-2%	-23%[11.4 µM]	-16%	-11%	-17%	CCN(CC)N=Nc1[nH]nc2nc(C)cc(C)c12	1%	-1%	-19%
9%	-5%	9%	24%	33%[activator]	-15%	CN1OC(COC(=O)c2ccccc2)CC1c1ccccc1 (centres undefined)	0%	8%	3%
4%	i	-13%	-12%	43%[activator]	·	COC(=O)c1c(NC(=O)c2nc3ccccc3s2)sc2c1CCN(C(C)=O)C2	22%	-20%	-6%
21%	-9%	-10%	18%[57.1 µM]	18%	54%[activator]	COc1ccc(CC(=O)NC(C)c2nnc(SCC(=O)Nc3ccccc3F)n2C)cc1 (centres undefined)	0%	1%	7%
?	-4%	?	?	?	?	O=S(=O)(Nc1c(O)ccc2ccccc12)c1ccccc1	31%[activator]	4%	16%
-25%	-2%	-11%	5%[57.1 µM]	42%[activator]	11%	N=C(N)SCP(=O)(c1ccccc1)c1ccccc1	3%	-5%	-2%
-4%	3%	-8%	-1%	11%	-12%	CCOc1ccc(-n2c(C)nc3cc(C(=O)NCCN4CCOCC4)ccc32)cc1	1%	2%	8%
-11%	-1%	-30%	8%[2.29 µM]	23%	-20%	CC(=O)N1CCc2cc(Br)cc(S(=O)(=O)CCC(=O)N3CCN(c4ccccc4Cl)CC3)c21	-1%	-9%	-1%
-30%	-9%	-8%	-3%	16%	4%	O=C(CCN1C(=O)c2ccncc2C1=O)Nc1cc(F)ccc1F	0%	4%	-4%
?	i	-27%	22%[11.4 µM]	-23%	4%	O=C(Nc1cccn(Cc2c(Cl)cccc2Cl)c1=O)C1CC1	0%	-11%	6%
-24%	-5%	-20%	8%[57.1 µM]	25%[57 µM]	?	Cc1ccc(C)c(-c2nnc(NC(=O)c3ccc4c(c3)OCCO4)o2)c1	41%[activator]	-2%	3%
-17%&-2%	-2%	?	8%&6%	24%&3%	?	COC(=O)/C(=C\c1c(OC)cc(OC)cc1OC)C(=O)c1ccc2c(c1)OCO2	-4%&5%	-6%	9%
-9%	-9%	2%	-4%	23%	-1%	O=C(Cc1ccc(F)cc1)Nc1cccc(-c2ccc3nncn3n2)c1	-2%	11%	0%
-8%	-10%	-25%	2%[57.1 µM]	30%	385%[activator]	COc1ccc(N2CCN(C(=O)c3ccc4nc(N5CCCCC5)sc4c3)CC2)cc1	-2%	-10%	51%[activator]

An excerpt of these results, field by field:
> O=S(=O)(Nc1c(O)ccc2ccccc12)c1ccccc1
  RGS4 inh: ?
  PGK inhibitor: -4%
  JMJD2A Tudor: ?
  rTrxR1 inhibitor: ?
  HP1b chromo inh: ?
  12-LOX inh: ?
  Pin1 inh: 31%[activator]
  ERG Ets-DNA blk: 4%
  GLS inh: 16%
> COc1cccc(CC(NC(C)=O)C(=O)NC2CCN(c3nnnn3-c3ccccc3)CC2)c1OC (centres undefined)
  RGS4 inh: 22%
  PGK inhibitor: i
  JMJD2A Tudor: -19%
  rTrxR1 inhibitor: 7%
  HP1b chromo inh: 21%
  12-LOX inh: 0%
  Pin1 inh: 1%
  ERG Ets-DNA blk: 7%
  GLS inh: -1%

Next part:
RGS4 inh	PGK inhibitor	JMJD2A Tudor	rTrxR1 inhibitor	HP1b chromo inh	12-LOX inh	smiles	Pin1 inh	ERG Ets-DNA blk	GLS inh
7%	2%	-2%	32%[57.1 µM]	18%	4%	CC(C)NC(=O)C1CC(=O)N(C(C)c2ccccc2)C1 (centres undefined)	-2%	3%	4%
-10%	5%	-16%	-2%	21%	-2%	COc1ccc(CCN2CC(C(=O)Nc3cccc(C(C)=O)c3)CC2=O)cc1OC (centres undefined)	0%	0%	3%
-10%	8%	3%	5%	33%	?	Cc1c2cnn(-c3ccccc3)c(=O)c2c(C)n1CC(=O)NCc1ccc(Cl)cc1	18%	-7%	-3%
19%	i	-6%	17%	7%	0%	COc1cc(/C=C(\NC(=O)c2ccccc2)C(=O)Nc2nccs2)ccc1OC(C)=O	-2%	3%	29%
19%	1%	-12%	8%	6%	3%	CC(C)CNS(=O)(=O)c1cc(C(=O)N2CCOCC2)c(Cl)cc1Cl	0%	0%	4%
12%	2%	-2%	25%	31%	-1%	CCOc1ccc(C(=O)Nc2ccc(-c3nc4cc(C(C)C)ccc4o3)cc2)cc1Cl	-5%	1%	-1%
-9%	-5%	-18%	-31%	25%	35µM*	CC(C)CNC(=S)NC(=O)c1ccc(F)cc1	5%	-2%	12%
-29%	0%	6%	-25%	32%	0%	COc1ccc(S(=O)(=O)n2nc(OC(=O)C3CCCCC3)cc2N)cc1	-1%	-8%	36%[activator]
-19%	i	-35%	8%	42%[activator]	-13%	O=c1c2ccccc2oc2cc(-c3ccc(CN4CCOCC4)cc3)ccc12	5%	17%	-1%
-1%	3%	126%[activator]	-10%	140%[activator]	-3%	O=C(c1cccs1)c1ccccc1Cc1cccs1	-4%	-2%	0%
14%	-2%	-25%	14%	24%	8%	C/C(=C\c1ccccc1)CN1CCN(Cc2ccc(C)o2)C(CCO)C1 (centres undefined)	-5%	6%	2%
-22%	i	-19%	40%[activator]	29%	13%	CCc1ccc(C(=O)Cn2cnc3cc([N+](=O)[O-])ccc3c2=O)cc1	5%	4%	-3%
?	-4%	?	-32%	?	-7%	Cc1onc(C(=O)Nc2sc3c(c2C(N)=O)CCCC3)c1[N+](=O)[O-]	?	2%	10%
1%	0%	-21%	8%	23%	-6%	O=S1(=O)CC(O)C(Nc2ccccc2Cl)C1 (centres undefined)	1%	5%	1%
-4%	6%	-7%	-13%	26%	-6%	Cc1onc(-c2c(Cl)cccc2Cl)c1C(=O)NCCCN1CCOCC1	0%	-5%	8%
